# 3T3 cytotox: kills NIH 3T3 cells | NIH 3T3 viability, CellTiter-Glo ATP luminescence, 48-72 h | Potency, µM (doses to about 96.7 µM), inactives show at the top dose activity change, negative = cytotoxicity, usual class: inhibitors | 94,000 compounds, 4.3% hits | AID 1345082; note: potency is the fitted concentration of half-maximal effect; nearly all actives have a fitted effect of over 55% in size
#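 Luminescent ATP readout (CellTiter-Glo, 10 min RT) after 48 or 72 hr compound exposure of NIH 3T3 cells seeded at 400 cells/well in 1536-well format; quantitative HTS.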
# Luciferase inh: blocks purified firefly luciferase enzyme activity; Potency, µM (titrated, usually from 115 µM), for the others: at the top dose activity change, negative = inhibition, hits mostly inhibitors; AID 1347043; 76,000 compounds, 2.5% hits; purified P. pyralis luciferase, luminescence, biochemical; note: potency is the fitted concentration of half-maximal effect; nearly all actives have a fitted effect of over 65% in size
#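 Purified 10nM P. pyralis luciferase with 10uM D-luciferin and 10uM ATP in 50mM Tris acetate pH 7.5, 10mM Mg acetate, 0.01% Tween-20, 0.05% BSA. qHTS titration; luminescence read by CCD imager.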
# SNCA expr inh: inhibitors of alpha-synuclein (SNCA) gene expression. HEK-293 SNCA-luciferase knock-in, luminescence, 24 h. Potency, µM (highest dose often 57.2 µM), without a hit: at the highest dose activity change, negative = inhibition, hits mostly inhibitors. 140,000 compounds, 0.17% hits;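 note: potency is the fitted concentration of half-maximal effect; plate controls were DMSO cells for no effect and cell-free wells for full effect; nearly all actives have a fitted effect of over 45% in size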
# GPT2 inhibitor: blocks human glutamate pyruvate transaminase 2 | Q8TD30 | Recombinant GPT2, coupled pyruvate oxidase/HRP Amplex Red fluorescence | Potency, µM (top dose mostly 57.7 µM), for the others: top-dose activity change, negative = inhibition, usual class: inhibitors | AID 1671188 | 100,000 compounds, 0.25% hits; note: potency is the fitted concentration of half-maximal effect; nearly all actives have a fitted effect of over 60% in size; many of its hits are not listed in these tables
# Target sequence (Q8TD30 whole entry, looked up): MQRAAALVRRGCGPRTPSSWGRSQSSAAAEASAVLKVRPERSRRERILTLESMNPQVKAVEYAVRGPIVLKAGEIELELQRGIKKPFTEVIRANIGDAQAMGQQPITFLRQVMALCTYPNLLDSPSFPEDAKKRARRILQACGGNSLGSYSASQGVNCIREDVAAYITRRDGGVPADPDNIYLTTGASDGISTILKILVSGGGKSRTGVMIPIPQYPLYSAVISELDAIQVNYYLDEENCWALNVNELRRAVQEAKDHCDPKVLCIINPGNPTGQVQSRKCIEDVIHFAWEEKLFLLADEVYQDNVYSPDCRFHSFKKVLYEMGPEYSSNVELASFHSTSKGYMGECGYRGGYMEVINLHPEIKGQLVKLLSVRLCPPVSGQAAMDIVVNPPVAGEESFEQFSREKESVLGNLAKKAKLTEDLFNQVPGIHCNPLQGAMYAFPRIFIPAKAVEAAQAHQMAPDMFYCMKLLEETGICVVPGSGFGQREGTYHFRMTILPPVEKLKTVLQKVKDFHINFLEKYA
#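 GPT2 10ng/uL, a-KG 250uM, L-Ala 2mM, HEPES pH7.5 + 0.0001% Tween; 30 min RT. Then Amplex mix (PO/HRP/ThPP), 30 min RT dark, fluorescence. AOA 50uM used as positive control.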
# SNCA viab count: cell viability loss counter-screen; HEK-293-SNCA-luc viability, GF-AFC fluorescence, 24 h; Potency, µM (top dose mostly 57.1 µM), for the others: top-dose activity change, negative = cytotoxicity, actives largely listed as cytotoxic; 150,000 compounds, 0.12% hits; AID 1671193;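 note: potency is the fitted concentration of half-maximal effect; 0% = DMSO-treated cells and -100% = medium-only wells without cells; nearly all actives have a fitted effect of over 30% in size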
#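 Cytotoxicity counterscreen: after 24 h compound treatment of genome-edited SNCA-luciferase HEK-293 cells, live-cell protease substrate GF-AFC read by fluorescence after 30 min; activity scaled between DMSO (0%) and medium-only (-100%), curves Hill-fitted.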
# HEK293 tox: kills HEK 293 cells; AID 1345083; 94,000 compounds, 6.6% hits; Potency, µM (doses to about 115 µM), inactives show at the highest dose activity change, negative = cytotoxicity, actives largely listed as inhibitors; HEK 293 viability, ATP luminescence (CellTiter-Glo), 48-72 h; note: potency is the fitted concentration of half-maximal effect; nearly all actives have a fitted effect of over 60% in size
#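 Cells seeded first (HEK 293, 250 cells/well), then compound added by pintool. Incubation ran 48 or 72 hr at 37 degree Celsius. CellTiter-Glo was added and luminescence imaged after 10 min at room temperature.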
# IP6K1 inhibitor: inhibitors of human IP6K1. activity change, % (series mostly up to about 58 µM). IP6K1 kinase, ADP-Glo luminescence, 2 h; stronger effect = lower value. 140,000 compounds, 0.81% hits; in the data active = activity change below about -25%
# Target sequence (Q92551 whole entry, looked up): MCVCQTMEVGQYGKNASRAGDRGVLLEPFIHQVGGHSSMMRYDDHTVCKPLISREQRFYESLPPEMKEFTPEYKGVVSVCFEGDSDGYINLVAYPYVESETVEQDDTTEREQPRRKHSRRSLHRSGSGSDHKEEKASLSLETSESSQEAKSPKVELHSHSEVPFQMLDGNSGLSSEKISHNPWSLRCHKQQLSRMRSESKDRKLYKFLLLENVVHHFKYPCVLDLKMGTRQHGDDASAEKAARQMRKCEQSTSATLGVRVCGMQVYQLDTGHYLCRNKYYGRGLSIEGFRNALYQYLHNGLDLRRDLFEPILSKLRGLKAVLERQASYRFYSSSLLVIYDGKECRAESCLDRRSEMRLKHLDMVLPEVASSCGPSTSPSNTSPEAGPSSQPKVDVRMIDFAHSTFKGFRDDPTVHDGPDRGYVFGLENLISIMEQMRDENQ
#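 ADP-Glo luminescence measures ADP made by human IP6K1 during a 2 h RT reaction with ATP/IP6 (mix at 1.3 mM/130 uM); top library doses 57.5 and 19.1 uM final.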
# An asterisk follows results filed as active; i = inactive; ? = inconclusive; . = no result given; & = joins results of further samples; [ ] = another dose, or the depositor's remark. Unless noted, calls come from the whole dose curve; as a rule, active = well fitted curve in the direction sought with a large enough effect; inconclusive = small, poorly fitted or top-dose-only effect, or another doubt; inactive = no such curve, though single readings can be large; an effect the other way counts as inactive or inconclusive. Unless noted, % is set by controls: 0 for no effect and ±100 for the full control effect. Only part of the results is shown (hit frequency here may not be typical).
mol | 3T3 cytotox | Luciferase inh | SNCA expr inh | GPT2 inhibitor | SNCA viab count | HEK293 tox | IP6K1 inhibitor
COc1cccc(CC(=O)N2CCc3nn(C)c(=O)n3CC2)c1 | -9% | -4% | 3% | -7% | 7% | -4% | -6
CCN1CCN(c2ncnc3c2CN(C2CCC2)C(=O)CN3C)CC1 | -3% | -4% | -25% | -8% | -2% | 1% | -11
O[C@@H]1C[C@@H](c2nc(-c3ccccc3)no2)N(Cc2cc3ccccc3o2)C1 | ? | 40µM* | 146%[activator][87.6 µM] | -6%[88.5 µM] | -2%[87.6 µM] | ? | 24
CCOc1ccc(NC(=O)c2cn(C)c(=O)c3cc(OC)c(OC)cc23)cc1 | . | . | -18% | . | -9% | . | -7
CCn1ncc(N2CCCC(CC(=O)NCc3ccc(Cl)cc3)C2)cc1=O (stereo not drawn) | ? | 5% | 9% | i | -4% | ? | 7
COC[C@@H]1CN(C(=O)c2ccoc2)C[C@H]1c1ccncc1 | -12% | -1% | -2% | -1% | 0% | -4% | -11
CC(C)Cn1c(CN2CCN(c3cccc(Cl)c3)CC2)nc2c1c(=O)[nH]c(=O)n2C | . | . | 14% | . | -3% | . | 19
Cn1c(=O)[nH]cc(CC(=O)N2CCn3nc(Cc4ccccc4)cc3C2)c1=O | 5% | 10% | 6% | 5% | 1% | -16% | -4
O=C(Nc1ccc(N2CCC(N3CCCCC3)CC2)c(C(=O)O)c1)c1ccc(Br)cc1 | . | . | 42%[activator] | . | 9% | . | -29*
COc1ccc(CCN(Cc2ccccn2)C(=O)[C@H]2CCC[C@H](O)C2)cc1 | -1% | -4% | 7% | 0% | -4% | 0% | 7
COCC(=O)N1CCOC[C@H](Oc2ccc(C(F)(F)F)cn2)C1 | 0%[138 µM] | -6%[172 µM] | 3%[87.6 µM] | -4%[88.5 µM] | 1%[87.6 µM] | i | 20
Clc1ccc(CNc2ncnc3onc(-c4ccc(Cl)cc4)c23)cc1 | . | . | -22% | . | -20% | . | 24
COc1cccc(-c2cccc(C(=O)N3CCN(C(=O)c4ccc(Cl)cc4)CC3)c2)c1 | ? | . | -26% | -3% | -18%[12.5 µM] | ? | -9
COc1ccccc1N1CCN(S(=O)(=O)CCNC(=O)COc2ccc(C(C)C)cc2)CC1 | . | . | ? | . | -21% | . | 0
CC(C)(C)c1ccc(C2NC(=O)c3n[nH]c(-c4cccs4)c32)cc1 (stereo not drawn) | . | . | 2% | . | -16% | . | 16
COc1ncccc1CNC[C@H]1Cn2c(-c3ccc(Cl)cc3)cnc2CO1 | 89µM* | 5%[172 µM] | -6%[87.6 µM] | i | 3%[87.6 µM] | ? | 7
O=C1NCCCCCN(S(=O)(=O)c2ccc3c(c2)CCC3)[C@H]2CCCC[C@@H]12 | ? | -7% | 3% | i | -24% | ? | 1
O=C(NCC(F)F)C1CCN(c2nc3ncccc3o2)CC1 | i | . | -2%[87.6 µM] | i | 7%[87.6 µM] | 1%[172 µM] | 2
NCc1cccc(-c2cccs2)c1 | ? | . | 28%[87.6 µM] | 3%[88.5 µM] | -12%[87.6 µM] | -9%[172 µM] | -3
CN(C)C(=O)c1cc(Br)cn2ccnc12 | -9%[138 µM] | 5%&-4%[172 µM] | 17%&8%[87.6 µM] | 0%&2%[88.5 µM] | 3%&8%[87.6 µM] | -5%&-30%[172 µM] | -6&-13

# Later entries:
mol | 3T3 cytotox | Luciferase inh | SNCA expr inh | GPT2 inhibitor | SNCA viab count | HEK293 tox | IP6K1 inhibitor
O=C(NCCc1ccc(F)cc1)c1nc2cccnc2n(C2CC2)c1=O | -12% | . | -9% | 3% | -8% | i | 2
Cc1ccc(S(=O)(=O)NCC2(C)CCOCC2)c(C)c1 | -8% | 4% | -17% | i | -5% | -2% | 9
Cc1ccccc1OCc1nc(C2CCOC2)no1 (stereo not drawn) | -16% | -26% | 66%[activator] | i | 8% | -9% | 2
Cn1cc(S(=O)(=O)N2CCCC2)cc1C(=O)Nc1ccc(C(F)(F)F)cc1 | . | . | ? | . | -4% | . | -12
CCCN(CCC)C(=O)Cn1c(=O)n(-c2ccc(Cl)cc2)c(=O)c2c3c(sc21)CCCCC3 | . | . | -12% | . | -2% | . | -15
Cc1c(C(=O)Nc2ccc(C(C)C)cc2)sc2nc[nH]c(=O)c12 | . | . | 30%[activator] | . | -7% | . | 1
O=C(CCS(=O)(=O)c1cc(Br)cc2c1N(C(=O)C1CC1)CC2)N1CCN(c2cccc(C(F)(F)F)c2)CC1 | . | . | -12% | . | 18% | . | -6
O=C(c1cnc2c(c1)N([S+](=O)([O-])c1cccnc1)CCC2)N1CCC[C@@H]1c1ccc(F)cc1 | ? | 9% | -4% | 0% | 6% | 0% | 2
O=C1NCCCCCCN(C(=O)COc2ccccc2)[C@H]2CCCC[C@@H]12 | -4% | -2% | 16% | -7% | ? | i | -5
CCc1cnc(C)nc1N1CCN(Cc2ccccc2F)C(CCO)C1 (stereo not drawn) | -18% | -4% | -18% | -2% | -2% | ? | 12
CCS(=O)(=O)c1ccc(O)c(Nc2cc(C)nc(SC)n2)c1 | . | . | 32%[activator] | . | 7% | . | -12
Cc1ccc2oc(-c3ccc(C)c(NC(=O)c4ccc(N5CCC(C)CC5)c([N+](=O)[O-])c4)c3)nc2c1 | . | . | 100%[activator] | . | 5% | . | -17
c1cncc(CN2CC[C@H](c3nc4ccccc4[nH]3)C2)c1 | -14%[230 µM] | -30%[230 µM] | 36%[activator][87.6 µM] | 1%[88.5 µM] | 7%[87.6 µM] | ? | 11
CC1(c2cccnc2)N(Cc2ccccc2)C(=O)OC12CCN(C(=O)c1cnccn1)CC2 (stereo not drawn) | 28µM* | -12% | 3% | -24% | 1% | -15% | -5
Cc1cc(S(=O)(=O)N2C[C@@H](F)C[C@H]2C(=O)N2CCc3ccccc3C2)ccc1F | -15% | 3% | -15% | ? | 1% | ? | 0
CCN(C(=O)CCc1nc(-c2ccc(C)cc2)no1)c1cccc(Cl)c1 | . | . | 7% | . | 12% | . | -6
CCOC(=O)C1CCCN(C(=O)Cn2ncc3c4ccccc4n(C)c3c2=O)C1 (stereo not drawn) | . | . | 30% | . | ? | . | -7
COc1ccc(NC2CCCN(C(=O)C(=O)CC(C)C)C2)cc1OC (stereo not drawn) | 2% | 4% | 10% | 22µM* | -8% | 1% | -9
CCC1Oc2ccc(NC(=O)Cc3cccs3)cc2CN(C2CCCc3ccccc32)C1=O (stereo not drawn) | ? | -3% | -8% | -14% | -2% | ? | 22
Cn1ncc2c(N3CCN(c4ccc(F)cc4)CC3)ncnc21 | . | . | 26% | . | -20% | . | -19

# The list continues:
mol | 3T3 cytotox | Luciferase inh | SNCA expr inh | GPT2 inhibitor | SNCA viab count | HEK293 tox | IP6K1 inhibitor
CCOC(=O)c1c(S(=O)(=O)N2CCCC(C(=O)Nc3ccc(C)cn3)C2)c(C)n(C)c1C (stereo not drawn) | . | . | 7% | . | 2% | . | 4
CN1CCC(C(=O)N2Cc3ccccc3CC3(CCN(Cc4ccccn4)C3)C2)CC1 (stereo not drawn) | -12% | . | 7% | i | -7% | -15% | -3
CCOC(=O)N1CCc2c(sc(NCc3cccs3)c2C(=O)Nc2ccc(OC)cc2OC)C1 | . | . | ? | . | -9% | . | 52
Cc1ccc2c(CNCCc3ccc(Cl)cc3)c(C(=O)O)n(Cc3ccc(F)cc3)c2c1 | . | . | -8% | . | 4% | . | 4
CCCn1ncc(-c2nc(Cc3cccs3)nn2CC(=O)O)c1C | i | 0% | -10% | -5% | 14% | i | 2
Cc1ccc(CN2CCc3nc(C4CC4)nc(-c4ccc(O)cc4)c3CC2)cc1 | ? | -5% | 16% | 0% | 8% | ? | 7
O=C(CN1C(=O)CCSc2ccc(S(=O)(=O)N3CCCC3)cc21)Nc1cccc(Cl)c1 | . | . | -19% | . | -5% | . | 20
CC1(C)CC[C@]2(C(=O)OC3OC(CO)C(O)C(O)C3O)CC[C@]3(C)C(=CCC4[C@@]5(C)C[C@@H](O)[C@H](OC6OC(C(=O)O)C(O)C(O)C6O)C(C)(C)C5CC[C@]43C)[C@@H]2C1 (stereo partly drawn) | . | . | . | ? | 0%[12.5 µM] | . | 3
O=C(CC1CCCC1)N1CCC(c2nc(CCOc3ccc(F)cc3)no2)C1 (stereo not drawn) | ? | 0% | -15% | -8% | -12%[12.5 µM] | ? | 12
COCCN1C(=O)CC[C@]2(C(=O)NCc3cccs3)CCCC[C@@H]12 | -5% | -1% | -2% | 2% | -17% | i | -10
O=C(c1ccc(F)cc1F)N1CCC2(CC1)OCC(C(=O)N1CCOCC1)N2C(=O)c1ccccc1 (stereo not drawn) | -7% | -8% | -2% | 0% | 8% | -6% | 9
CC(=O)N1CCC(Oc2ccccc2-c2nc(-c3ccccc3)no2)C1 (stereo not drawn) | ? | -27% | -23% | i | -11% | ? | -9
COc1ccc(-c2noc([C@@H]3Cc4nc[nH]c4CN3C(=O)Nc3ccccc3)n2)cc1 | ? | 32µM* | 15%[87.6 µM] | -14%[88.5 µM] | ? | ? | 14
Cc1noc(C)c1C(=O)N[C@H]1CO[C@H]2[C@@H]1OC[C@H]2OCc1ccccc1 | -2%[138 µM] | 13%[172 µM] | -26%[87.6 µM] | ? | 1%[87.6 µM] | -13%[172 µM] | -4
O=C1CN(Cc2ccc(-c3ccsc3)cc2)CCN1c1ccc(Cl)nn1 | ? | . | ? | 3% | 3% | ? | 5
COc1ccc(C(=O)N[C@H]2C[C@H]3C(=O)Nc4ccccc4C(=O)N3C2)cc1 | 0%[174 µM] | -5%[172 µM] | -7%[87.6 µM] | 0%[88.5 µM] | ? | -2%[172 µM] | -6
COc1cccc2sc(N(Cc3cccnc3)C(=O)c3ccc(S(=O)(=O)N(C)C)cc3)nc12 | . | . | -6% | . | -1% | . | -3
CSc1ccc(-c2cccc(CN3CCC(NC(=O)NC(C)C)CC3)c2)cc1 | -22% | . | . | . | . | -25% | -1
COc1ccc(C(=O)N[C@H]2[C@H](O)[C@H](O)C[C@@H]2c2ccc(C(F)(F)F)nc2)cc1OC | -16%[174 µM] | -3%[172 µM] | 5%[87.6 µM] | 0%[88.5 µM] | 3%[87.6 µM] | -4%[172 µM] | -9
Cc1ccc(NC(=O)N2CCCC(Cn3c(C)cnc3C3CC3)C2)cc1C (stereo not drawn) | ? | . | -11% | -4% | 4% | -24% | 19
CCN(CC)S(=O)(=O)c1ccc2c(c1)N(CC(=O)N1CCN(c3ccc(F)cc3)CC1)C(=O)CO2 | . | . | -3% | . | ? | . | -2
O=C1NCCCCCCN(Cc2ccc(C(F)(F)F)cc2)[C@H]2CCC[C@@H]12 | ? | 0% | -10% | 2% | -27% | 40µM* | -6
O=C(Nc1cccc(F)c1)N1Cc2[nH]cnc2C[C@H]1c1nc(-c2ccccc2)no1 | ? | -23%[172 µM] | 79%[activator][87.6 µM] | ? | -26%[87.6 µM] | 71µM* | -1

# Screening data: PubChem BioAssay, National Center for Advancing Translational Sciences (NCATS)
